# SENP8 inh: inhibitors of human SENP8 protease | Q96LD8 | purified SENP8, Z-RLRGG-aminoluciferin cleavage, luminescence | inhibition, % at 10 µM | 330,000 compounds, 1.2% hits
# Target sequence (Q96LD8 whole entry, looked up): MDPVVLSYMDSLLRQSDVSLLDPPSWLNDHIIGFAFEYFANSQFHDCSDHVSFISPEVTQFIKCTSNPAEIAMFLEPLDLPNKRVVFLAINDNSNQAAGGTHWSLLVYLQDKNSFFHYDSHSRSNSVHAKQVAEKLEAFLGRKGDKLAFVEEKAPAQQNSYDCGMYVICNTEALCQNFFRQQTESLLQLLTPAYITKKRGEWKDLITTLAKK
# Jurkat NFkB inh: lowers PMA/ionomycin-induced NF-kB signal in Jurkat cells. PMA/ionomycin-induced NF-kB luciferase reporter, luminescence. inhibition, % at 4 µM. 330,000 compounds, 0.53% hits
# 697 NFkB inh: inhibitors of the PMA/ionomycin-induced NF-kB reporter in 697 B cells. 697 B-cell NF-kB luciferase reporter, 16 h. inhibition, % at 4 µM. 330,000 compounds, 0.33% hits; in the data active = inhibition above about 35%
# Gli-Sufu antag: blocks Gli-Sufu signaling in a luciferase reporter. Sufu-KO-LIGHT fibroblasts, Gli luciferase reporter luminescence. inhibition, % at 5 µM. 340,000 compounds, 0.74% hits. AID 588413;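 active = inhibition above about 55%, limit read from the data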;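 also: 0% = DMSO-treated cells and 100% = wells with medium but no cells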
# EBI2 block: antagonists of human EBI2 receptor; EBI2 beta-arrestin recruitment, luminescence, 7a,25-OHC stimulated; inhibition, % at 5 µM; 360,000 compounds, 0.81% hits; AID 651636; P32249; in the data active = inhibition above about 38%;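 also: enzyme fragment complementation signal reports receptor beta-arrestin coupling in cells; 0% = agonist plus DMSO wells and 100% = wells without agonist; some results beyond the cut were filed as inactive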
# Target sequence (P32249 whole entry, looked up, the tested form may be a part): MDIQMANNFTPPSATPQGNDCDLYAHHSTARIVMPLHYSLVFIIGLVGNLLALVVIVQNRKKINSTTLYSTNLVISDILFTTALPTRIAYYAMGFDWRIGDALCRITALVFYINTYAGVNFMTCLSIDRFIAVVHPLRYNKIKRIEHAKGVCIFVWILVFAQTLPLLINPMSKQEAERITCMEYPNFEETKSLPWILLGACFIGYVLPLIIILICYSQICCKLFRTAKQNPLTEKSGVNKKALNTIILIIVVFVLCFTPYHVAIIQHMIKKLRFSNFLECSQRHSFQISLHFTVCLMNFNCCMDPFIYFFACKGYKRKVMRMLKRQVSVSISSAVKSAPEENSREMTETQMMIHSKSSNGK
# CCR6 antagonist: blocks CCL20-driven beta-arrestin recruitment at human CCR6; P51684; CHO-K1 CCR6 PathHunter beta-arrestin, luminescence, CCL20-stimulated; inhibition, % at 20 µM; 340,000 compounds, 0.49% hits;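 active = compounds whose inhibition of the agonist-driven luminescence signal at 20 µM reaches about 50%, limit read from the data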;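 also: cells stimulated with CCL20 at 14 nM final; plate controls were DMSO with CCL20 for no effect and DMSO without agonist for full effect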
# Apaf-1 inh: inhibitors of human Apaf-1 apoptosome; O14727; reconstituted apoptosome caspase-3 activity, DEVD-Rh110 fluorescence; inhibition, % at 20 µM; 330,000 compounds, 0.71% hits; AID 489030; active = inhibition of at least 40% at 20 µM;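 also: plate controls were DMSO wells for no effect and DEVD-CHO caspase inhibitor wells for full effect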
#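 Assay system: Apoptosome proteins | Medium: pH 7.5 Hepes buffer with CHAPS, BSA, DTT | Also added: Cytochrome c and DEVD-Rh110 substrate | Times: 30 min plus 50 min, RT | Detection: Rhodamine 110 fluorescence at Ex 480/Em 540 nm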
# UBC13 inh: blocks human UBC13 polyubiquitin chain formation | inhibition, % at 20 µM | TR-FRET | 330,000 compounds, 0.47% hits; in the data active = inhibition above about 45%, passing the limit was not always enough
# Target sequence (P61088 whole entry, looked up): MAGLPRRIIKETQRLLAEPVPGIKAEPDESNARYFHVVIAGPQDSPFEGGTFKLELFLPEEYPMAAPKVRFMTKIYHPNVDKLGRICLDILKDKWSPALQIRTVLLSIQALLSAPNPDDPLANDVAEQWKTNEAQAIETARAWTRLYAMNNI
# Numbers without * were called inactive; x = no result given. Rule as the data show it, unless noted: active = inhibition above about 50%; inactive = the rest. An excerpt. The share of hits here may be higher or lower than overall.
# Values run as follows: SENP8 inh	Jurkat NFkB inh	697 NFkB inh	Gli-Sufu antag	EBI2 block	CCR6 antagonist	Apaf-1 inh	UBC13 inh
CC(=O)Nc1ccc(S(=O)(=O)N2CCC(C(=O)NCCc3ccc(Cl)cc3)CC2)cc1
 : 1	20	9	1	30	-4	5	7
CCN(CC)CCN(C(=O)CCOc1ccccc1)c1nc2ccc(F)cc2s1
 : -2	-9	16	12	-12	5	3	4
CCN(CC)C(=O)CN(C#N)c1nc(NC(C)C)nc(NC(C)C)n1
 : 1	6	-12	5	-8	-1	6	-1
Cc1cc(NS(=O)(=O)c2ccc(NC(=O)c3ccccc3C)cc2)no1
 : -6	2	10	2	-3	14	-2	-14
COc1ccc(-c2nnn(CC(=O)Nc3ccc4c(c3)OCCO4)n2)cc1OC
 : -1	-8	-8	-1	11	3	-15	-1
Cc1ccc(NC2=NCC(=O)N2Cc2ccccc2)c(C)c1
 : 0	9	15	18	-14	-10	-1	12
Cn1cccc1CNC(=S)Nc1ccccc1Cl
 : -4	2	12	7	-2	8	-22	22
Cc1ccc(-n2c(C)cc(/C=N/NC(=O)CN(c3ccc(C)cc3C)S(C)(=O)=O)c2C)cc1
 : -11	-16	-4	6	0	-1	21	-16
CN(CC(=O)Nc1cccc2ccccc12)C(=O)/C=C/c1cccs1
 : -6	7	21	22	1	10	12	0
O=C(c1ccc2nc[nH]c2c1)N1CCN(S(=O)(=O)c2cccc(F)c2)CC1
 : -7	1	-14	-4	6	-4	10	-7
O=C(NCCN1CCN(C(=O)c2c(F)cccc2F)CC1)C(=O)Nc1ccc(Cl)cc1
 : -3	3	7	3	13	-10	-2	10
Cc1cc(-c2csc(NC(=O)c3cc4ccccc4o3)n2)c(C)n1C
 : 2	4	-36	-8	-3	19	16	-11
CCN(CC(=O)Nc1c(F)cccc1F)C(=O)c1cc(C)nc2ccccc12
 : -9	12	14	2	-1	1	2	2
COc1ccc(CNc2ccc(Br)cc2)cc1
 : -5	-35	-27	-58	13	16	7	11
CCSc1ccccc1C(=O)N1CCN(Cc2ccc3c(c2)OCO3)CC1
 : -2	-7	8	1	-4	-2	-16	99*
Cc1nc2ccccc2c(=O)n1/N=C/c1ccc([N+](=O)[O-])o1
 : 1	14	19	x	x	x	1	-12
CN(Cc1ccccc1)C1(CNC(=O)CCC(F)(F)F)Cc2ccccc2C1
 : 7	-39	-117	-5	9	13	1	-5
Clc1ccc(N2CCN(c3ccnc(Cl)n3)CC2)cc1
 : -10	-1	-26	7	5	0	8	1
N#Cc1c(N)nc2c3c(sc(=N)c2c1N)NC(=O)CC3c1c(F)cccc1Cl (centres undefined)
 : 14	-2	-34	0	0	9	21	-2
Cc1cc2nc(-c3ccc(SCC(=O)NC(C)C)nc3)[nH]c2cc1C
 : 1	-70	-44	x	x	x	5	-10
Cc1nn(-c2ccccc2)c(N2CCCC2)c1/C=N/O
 : -4	5	-8	-1	7	6	3	-9
CC(=O)c1ccc(NC(=O)CSc2nnc(C3CC3)n2C2CC2)cc1
 : 9	1	12	2	2	11	-9	6
CCCc1cc(=O)oc2c(CN3CCN(C)CC3)c(O)ccc12
 : -8	-29	-14	9	2	5	5	4
CCc1nnc(SCCSc2nnc(CC)n2N)n1N
 : 0	-4	16	2	1	6	10	3
COc1ccccc1CNC(=O)C1CCC(CNS(=O)(=O)c2ccccc2)CC1 (centres undefined)
 : 2	-17	6	9	3	6	4	2
O=C(O)CCC(=O)Nc1ccc(/C=C/C(=O)C2CC2)cc1
 : 11	-17	9	-4	7	6	-2	-6
CC1CN(C(C)C)C(C)CC1OC(=O)c1ccccc1 (centres undefined)
 : -1	-5	-4	3	-7	5	1	2
C[C@H](NC(=O)Nc1ccccc1F)C(=O)O
 : -11	-17	-9	-13	-11	1	8	-1
COc1ccc(C(=O)/C=C/Nc2cccc(C)n2)cc1OC
 : 22	-102	-90	8	3	-5	1	5
Cc1cc(C(=O)CN2CCC(C)CC2)c(C)n1-c1ccc(F)cc1
 : 4	-109	-63	-3	-12	17	-2	-6

# Next entries.
# Values run as follows: SENP8 inh	Jurkat NFkB inh	697 NFkB inh	Gli-Sufu antag	EBI2 block	CCR6 antagonist	Apaf-1 inh	UBC13 inh
c1ccc2c(c1)CCN(c1ncnc3c1[nH]c1ccccc13)C2
 : 3	50*	43*	79*	3	-4	28	4
O=C(Cc1nc2ccccc2[nH]1)N/N=C/c1ccccc1
 : 1	-9	21	3	-1	15	-13	2
CC1CCCCC1NC(=O)CN1C(=O)NC(C)(c2cccc(Br)c2)C1=O (centres undefined)
 : 9	5	12	-9	-5	12	7	2
CCOC(=O)CSc1ncc(OC)c(Sc2ccc(OC)cc2)n1
 : -8	-7	-21	3	4	21	13	7
CCOC(=O)C(NC(=O)Nc1ncccn1)(Oc1ccccc1)C(F)(F)F (centres undefined)
 : 6	9	-7	4	1	-4	-2	-3
COc1ccc(NC(=O)CN2C(=O)NC(C)(c3ccc(C)cc3)C2=O)cn1 (centres undefined)
 : -10	-7	-1	1	-20	10	-3	-10
CN(C(=O)COC(=O)c1ccccc1C(=O)N1CCN(c2ccccc2)CC1)c1ccccc1
 : -14	-1	4	3	5	7	2	-6
CCN(CC)c1ccc(C(=O)N/N=C/c2ccc(N3CCOCC3)cc2)cc1
 : -1	-9	-5	-2	0	-21	-2	8
Cc1ccc(CNC(=O)c2cc(-c3ccccc3)nn2CC2CC(c3cccc([N+](=O)[O-])c3)=NO2)cc1 (centres undefined)
 : 0	-9	11	10	4	2	8	8
CCOC(=O)c1c(CN2CCCCC2)n(C)c2cc(Br)c(OC)cc12
 : -5	-9	-25	7	-3	14	16	-12
COCCn1nnnc1SCC(=O)N1CCCCC1
 : -2	-10	-5	3	-1	3	-1	-2
O=C(COc1ccc2c(c1)OCO2)Nc1cccc(F)c1
 : 29	-81	15	21	-3	2	11	6
C[C@H]1CC[C@@]2(O[C@H](CCO)C[C@@H](O)[C@@H]2O)O1
 : -2	8	3	3	4	1	-3	0
CCN(c1ccccc1)S(=O)(=O)c1ccc(C(=O)Nc2nnc(COC)o2)cc1
 : -2	0	-11	0	11	-8	3	-8
CCCCOP(=O)(c1ccc(N(C)C)cc1)C(O)c1c(Cl)cccc1Cl (centres undefined)
 : -2	15	11	10	0	17	15	0
CC(C)Cc1cc(-c2ccco2)c(C#N)c(N)n1
 : -1	9	2	2	9	6	0	8
O=C(NCCc1ccccc1)/C(=C\c1ccc([N+](=O)[O-])cc1)NC(=O)c1ccco1
 : -9	-3	21	3	0	14	10	-17
Cc1cc(F)ccc1NCc1cc2c(cc1[N+](=O)[O-])OCO2
 : -5	-10	0	-8	7	32	11	-11
COc1cc(/C(C)=N/N2CCN(c3ccccc3OC)CC2)ccc1O
 : 4	-13	2	21	-7	11	-1	1
CNc1nc(Sc2ccccc2)cc(C(F)(F)F)n1
 : -4	12	-45	-34	-8	25	13	-15
CSc1nsc(SCC(=O)N2CCc3ccccc32)n1
 : -8	-4	-45	2	7	13	10	3
CCN(CC)S(=O)(=O)c1ccc(/C=C/C(=O)OCC(=O)NCc2ccco2)cc1
 : 10	-4	-18	3	-1	14	2	-10
CC(=O)NCCn1c(SCc2ccc(C)cc2C)nc2ccccc2c1=O
 : -7	3	-40	5	9	-42	25	-13
COC(=O)C1=C(O)CSC1=Nc1ccccc1
 : 1	0	-4	1	-3	21	0	-2
CC(C)(C)C1=CC(=Nc2ccccc2N)C=C(C(C)(C)C)C1=O
 : -1	2	6	-5	10	67*	-7	11
CCNC(=S)NS(=O)(=O)c1ccc(Cl)cc1
 : -8	0	2	-13	-8	21	-9	1
CNC(=S)SCCOc1ccccc1C
 : -6	15	3	-1	0	21	-10	11
CCOC(=O)c1c(-c2ccccc2)nnn1-c1nc(OCC)nc(N2CCCCC2)n1
 : 4	10	20	11	-20	12	17	9
CCOc1cccc(CN2CCN(CCc3ccccc3)C(CCO)C2)c1O (centres undefined)
 : -5	-1	10	19	2	18	-25	2
Cc1ccc(NC(=O)CN(C)CC(=O)Nc2ccc(F)c(Cl)c2)cc1
 : -10	-8	18	19	6	5	9	3

# (further entries)
# Values run as follows: SENP8 inh	Jurkat NFkB inh	697 NFkB inh	Gli-Sufu antag	EBI2 block	CCR6 antagonist	Apaf-1 inh	UBC13 inh
OC1(c2ccccc2F)CCN(Cc2nnc(-c3ccccc3)o2)CC1
 : 1	3	-4	-1	-1	2	3	5
Cc1onc(-c2c(Cl)cccc2Cl)c1C(=O)c1ccccc1
 : -7	1	15	2	13	17	3	-5
Cc1cc(C)c2c(c1)N[C@H](c1cccs1)[C@@H]1CCO[C@H]21
 : -1	-14	-16	0	2	7	2	0
Cc1ccc(NC(=O)c2ccc3ccccc3n2)nc1
 : 20	-126	-142	-34	4	8	9	-3
COc1ccc(OCC(=O)NC(CC(=O)O)c2ccc(OC)c(OC)c2)cc1 (centres undefined)
 : -11	-7	12	-8	-5	8	14	1
CCCCCCOc1ccc(OC(=O)c2ccncc2)cc1
 : 1	0	-191	49	-4	-2	13	2
Nc1cc(=O)nc(SCC(=O)Nc2ccccc2)n1-c1ccccc1
 : -8	-11	-11	-2	-12	-4	-3	-8
CCc1c(C)nc2ncnn2c1Nc1ccc(C)c(C)c1
 : 7	15	15	5	-7	32	1	5
NNC(=O)c1c(O)c2cccc3c2n(c1=O)CCC3
 : 3	-24	12	2	-13	15	8	6
Cc1ccc(C(=O)N2CCCC2)c(F)c1F
 : 0	8	16	3	-5	-5	-4	-10
C#CCOCCOCCOCCNc1nc(N2CCN(C(=O)[C@H]([C@@H](C)O)n3cc(CCCCN)nn3)CC2)nc(N2CCN(C(=O)[C@H](C)n3cc(CCCN=C(N)N)nn3)CC2)n1
 : 2	-2	12	-16	-15	-9	4	15
CCC(=O)Nc1cccc(NC(=O)c2ccc3c(c2)OCCO3)c1
 : -9	-50	-35	-47	0	1	-19	2
CN(C)S(=O)(=O)c1ccc(Cl)c(C(=O)Nc2ccc(S(=O)(=O)N3CCOCC3)cc2)c1
 : -5	0	-11	15	5	5	7	0
CC1(C)NC(=O)N(CC(=O)Nc2ccc(-n3cnnn3)cc2)C1=O
 : -23	-2	18	11	-3	-7	7	-2
Cc1cc(C(=O)Nc2ccccc2C(=O)O)ccc1NC(=O)COc1cccc([N+](=O)[O-])c1
 : -7	5	-4	-26	-8	20	3	0
CCOc1ccccc1NC(=O)NC1Cc2ccccc2C1
 : -7	10	3	2	1	7	0	5
CC(C)(C)c1csc(NC(=O)c2cccs2)n1
 : -7	-50	-151	-74	-12	-3	3	-1
Fc1ccccc1N1CCN(c2ncnc3[nH]ncc23)CC1
 : -3	-6	-26	-16	-7	1	-4	10
CSc1ccccc1NC(=O)CN(C)C(C)C(=O)NC(=O)NC1CCCCC1 (centres undefined)
 : -5	12	-13	2	3	13	16	-3
CN(C)C(CNC(=O)CSC(=S)N1CCCC1)c1ccccc1 (centres undefined)
 : -11	-2	-19	5	7	14	8	-2
O=C(c1ccc(F)cc1)N1C2CCC1CC(O)(c1ccc(F)cc1)C2 (centres undefined)
 : 1	4	-2	6	4	1	3	9
Cc1ccc2[nH]c3ccccc3c(=O)c2c1
 : -3	-47	-33	5	-3	-3	3	-1
COCCNC(=O)C(c1ccc(Cl)cc1)N(C(=O)Cn1nnc2ccccc21)c1cccnc1 (centres undefined)
 : -8	-3	-3	3	-7	-2	1	-1
O=C1C=C(c2ccccc2C(F)(F)F)C[C@@H](c2ccc3c(c2)OCO3)C1
 : -6	5	-10	-13	12	8	10	-1
Nc1nc2ccccc2n1CCOc1ccc(F)cc1
 : -13	0	-10	7	-3	3	5	7

# Sorted by heavy-atom count (rising): some entries from above
# Values run as follows: SENP8 inh	Jurkat NFkB inh	697 NFkB inh	Gli-Sufu antag	EBI2 block	CCR6 antagonist	Apaf-1 inh	UBC13 inh
NNC(=O)c1c(O)c2cccc3c2n(c1=O)CCC3
 : 3	-24	12	2	-13	15	8	6
COCCNC(=O)C(c1ccc(Cl)cc1)N(C(=O)Cn1nnc2ccccc21)c1cccnc1 (centres undefined)
 : -8	-3	-3	3	-7	-2	1	-1
C#CCOCCOCCOCCNc1nc(N2CCN(C(=O)[C@H]([C@@H](C)O)n3cc(CCCCN)nn3)CC2)nc(N2CCN(C(=O)[C@H](C)n3cc(CCCN=C(N)N)nn3)CC2)n1
 : 2	-2	12	-16	-15	-9	4	15

# Assay outcomes from PubChem BioAssay.
